sdo1 growth = compounds rescuing growth of sdo1-depleted yeast, bone marrow failure model; z-score at 10 µM; actives 0.21% (n = 140,000); S. cerevisiae sdo1-depleted JHY4D growth rescue, OD600 30 h; hits give high values; pdr5 snq2 efflux-pump mutant strain;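 active = z-score above 3 at both the 24 hr and the 30 hr optical density reads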;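 note: z-score against mean and SD of all compound wells on the same plate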
Insulin prom inh = TRM-6 insulin promoter activity inhibition. TRM-6 cells (human fetal islet line), insulin promoter-eGFP reporter, imaging; reporter expression induced with tamoxifen. inhibition, % at 2 µM. actives 0.9% (n = 130,000);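 active = inhibition above the mean plus 3 SD, with well images judged a real hit on visual review, cut at about 60% in these data, passing the limit was not always enough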
sdo1 growth Rescue 24 h = further read-out of sdo1 growth, marked with its call; z-score; S. cerevisiae sdo1-depleted JHY4D growth rescue, OD600; measured here: growth rescue at 24 h;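 0 is the plate mean of compound wells and units are plate SD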
Starred values were filed as active, the others as inactive; x = not tested or not shown; [ ] = another dose, or the depositor's remark. The list is partial; rates above refer to the full screens.

SMILES	sdo1 growth	sdo1 growth Rescue 24 h	Insulin prom inh
C/C(NCCN1CCOCC1)=C(\C#N)C(N)=O	0.33	0.32	25.9
CSc1ccccc1NC(=O)CN(C1CCCCC1)S(C)(=O)=O	0.19	-0.15	34.5
O=C1/C(=C/c2ccccc2)NC(=S)N1C(c1ccccc1)c1ccccc1	0.26	1.02	26.1
COc1ccc(O)c(-c2[nH]ncc2C(=O)c2ccccc2C)c1	-0.33	-0.67	48.4
O=c1c2ccccc2nc2sc3ccccc3n12	-2.69	-1.5	-9.1
C=CCSc1nnc(-c2c[nH]c3ccccc23)n1CC	-0.37	-0.8	x
CC(Oc1ccccc1)C(=O)NNC(=O)c1ccccn1 (configuration not stated)	0.26	-0.7	-28.6
O=C(CNC(=O)c1cccs1)NCC(=O)OCc1c(Cl)cccc1Cl	-0.52	-0.67	x
CC(CN(C)Cc1ccccc1)OC(=O)c1cccs1 (configuration not stated)	0.41	0.13	36.8
Cc1ccccc1C(=O)/C=C1\NC(=O)CS1	-0.13	-0.52	x
O=C(OCC(=O)N1CCCC1)c1cc(Br)ccc1Cl	x	x	-35.7
CCOC(=O)c1[nH]c(C)c(C(=O)N2CCc3c([nH]c4ccccc34)C2c2ccccn2)c1C (configuration not stated)	x	x	-30.0
COc1ccc(-n2c(SC(C)C(=O)Nc3ncc(Cl)cc3Cl)nc3ccccc32)cc1 (configuration not stated)	-0.33	-0.63	x
O=C(Cn1nnc(-c2ccccc2-n2cnnn2)n1)c1ccccc1	0	-0.14	-10.3
CCOC(=O)C(=O)/C(C#N)=C/Nc1ccc(F)cc1	2.27	2.96	x
CCNC(=S)NNC(=O)c1cc(-c2cccnc2)nc2ccccc12	x	x	14.3
O=[N+]([O-])c1ccc(N/N=C/c2sc(N3CCOCC3)nc2-c2ccccc2)c(S(=O)(=O)Nc2ccc(Cl)cc2)c1	x	x	-488.2
COCCn1c(=O)[nH]c2cc(C(=O)NCCN3CCN(c4ccc(OC)cc4)CC3)ccc2c1=O	1.09	1.47	-10.5
COc1ccc(N2C(=O)/C(=C\c3ccco3)N=C2SCC(=O)NC(C)C)cc1Cl	-0.22	-0.29	x
CCCNS(=O)(=O)c1ccc(CCC(=O)N2CCCCC2)cc1	0.17	-0.65	58.3
O=C(O)C1CC=CCC1C(=O)NCCCCc1ccccc1 (configuration not stated)	x	x	31.6
FC(F)(F)c1nnc2c(Sc3ccccc3)nc3ccc(Cl)cc3n12	-1.54	0.31	7.1
Cc1ccccc1NC(=O)c1nn(-c2ccc(F)c(F)c2)ccc1=O	x	x	25.0
O=S(=O)(CCn1cccc1)CCn1cccc1	0.43	0.25	-18.4
Cn1c(CN2CCN(CC#N)CC2)c(C#N)c2ccccc21	0.04	-0.08	-11.9
CCOc1cc(/C=N/N=C2/NC(=O)C(CC(=O)O)S2)ccc1OCc1ccccc1Cl (configuration not stated)	x	x	-42.9
CCN(CC)CCCNC(=O)c1ccc2c(=O)n(Cc3ccc4c(c3)OCO4)c(=S)[nH]c2c1	x	x	28.6
O=C(CS(=O)(=O)c1ccc2ccccc2c1)Nc1ccccc1Cl	0.03	0.46	x
O=c1cc(CN2CCc3ccccc32)nc2sccn12	-0.64	-1.08	3.6
Cc1cc(Nc2ccccc2)nc(N)n1	0.28	0.43	-7.1
COc1ccc(CCN(Cc2cccs2)S(=O)(=O)c2ccc(-n3cnnn3)cc2)cc1OC	-1.25[6.3 µM]	-0.03	x
N#CCSc1nnc(CNc2cccc(Cl)c2)o1	0.94	0.38	21.2
Cc1ccc(Cc2nc(-c3cccnc3)no2)cc1	-0.42	0.16	-72.4
O=C(O)CCS(=O)(=O)c1nc(-c2cccs2)cc(C(F)(F)F)n1	-0.22	-0.5	6.7
CCOC(=O)CNC(=S)N(CCCN1CCCC1)Cc1cccs1	x	x	40.0
CCn1c(SCC(=O)c2ccc(NC(C)=O)c(OC)c2)nnc1-c1ccc(NS(C)(=O)=O)cc1	0.67	0.36	34.2
CCN1C(=O)CS/C1=N\c1nccs1	0.31	-0.31	28.6
O=C(Nc1cccc(S(=O)(=O)N2CCOCC2)c1)[C@@H]1CCCN1S(=O)(=O)c1ccc(Cl)cc1	0.45	-0.27	-103.2
Cc1cccc(Cc2c(C)nc3c(C(=O)NCc4ccco4)cnn3c2C)c1	-1.91	-0.63	x
Fc1ccc(-c2nnc(-c3ccc(Cl)cc3)o2)cc1	0.98	1.27	x
COC(=O)C1=C(C)NC(=S)NC1/C=C/c1ccccc1 (configuration not stated)	x	x	41.5
C1=C(CCNCC2CCCCC2)CCCC1	0.06	0.73	-17.1
CCc1ccc(/C=N/NC(=O)c2ccc(OC3CCCC3)cc2)s1	-0.77	0.18	21.6
Cc1ccc(CSc2nc3c(c(SCC(=O)O)n2)CCCC3)cc1	-0.06	-0.39	-59.4
N#Cc1nc(N2CCCC2)nc(N2CCCC2)n1	-0.75	0.09	-35.7
Cc1nn(Cc2ccccc2)c(Cl)c1C(=O)OC1CCOC1=O (configuration not stated)	0.83	-0.12	x
CN(C)CCNc1oc(-c2cccc(Cl)c2)nc1C#N	0.14	0.33	-6.2
Cc1ccc2[nH]c(=O)c(C(c3nnnn3C3CCCC3)N(Cc3cccnc3)Cc3ccco3)cc2c1 (configuration not stated)	-0.09	0.63	6.2
Cc1occc1-c1nnc(SCC(=O)Nc2ccccc2)n1Cc1ccccc1	-1.27	-0.12	x
O=C(NNC(=S)Nc1ccccc1)c1ccc2ncccc2c1	x	x	-123.1

Continued.
SMILES	sdo1 growth	sdo1 growth Rescue 24 h	Insulin prom inh
O=C(NC(=S)NCC1CCCO1)c1ccc([N+](=O)[O-])cc1 (configuration not stated)	0.06	0.02	-28.6
O=C(NCCc1ccccc1)c1ccc(OCCOc2ccccc2)cc1	0.42	-0.07	0.0
CCCCn1cnc2c1c(=O)[nH]c(=O)n2CCCC	0.05	-0.32	64.9
Clc1ccc(CSc2nnc(-c3cccnc3)o2)cc1	-0.42	-0.42	17.9
C/C(=N/NC(=O)c1cc(Cl)ccc1O)C12CC3CC(CC(C3)C1)C2	-0.35	-0.48	26.3
Cc1ccc(-c2nc3n(n2)Cc2ccccc2-3)cc1	-0.34	-1.24	50.0
O=C(c1cc2ccccc2oc1=O)N1CCN(CCc2ccccc2)CC1	-0.28	-0.25	x
CC(C)(C)NC(=O)CSc1nnc(-c2ccco2)n1Cc1ccco1	-1.07	-1.7	x
CC(=O)N1CCN(c2ccc(OC[C@H]3CO[C@](Cn4ccnc4)(c4ccc(Cl)cc4Cl)O3)cc2)CC1	-2.06	-1.38	0.0
CC1(C)CC(NC(=O)c2coc(=O)c(Br)c2)CC(C)(C)N1	1.07	1.09	x
COc1cc(/C=C(/C#N)c2ccc(C)cc2)ccc1Oc1ccc([N+](=O)[O-])cn1	0.51	1.43	-25.0
O=C(Nc1ccc(-c2nc3ccccc3c(=O)o2)cc1)c1ccco1	-0.84	0.01	x
Cc1nn2c(c1-c1ccc(Cl)cc1)N=C(c1ccco1)CC2c1ccccc1 (configuration not stated)	-1.52	-0.86	-34.3
O=C(NCc1cccnc1)C(=O)NCC(c1ccco1)N1CCN(c2ccc(F)cc2)CC1 (configuration not stated)	0.03	-0.5	-13.8
CN1CCN(c2ccc(NC(=O)COc3ccc(Cl)cc3Cl)cc2)CC1	0.11	0.03	x
CCOC(=O)C(C)(C)N(Cc1ccc(C)cc1)S(=O)(=O)c1ccc(Cl)c([N+](=O)[O-])c1	-0.38	-0.82	x
Cc1nn(C)c(C)c1/C=C/C(=O)c1ccccc1	0.76	0.74	-35.7
Cc1cccc2cc3c(N)c(C(=O)N4CCc5ccccc54)sc3nc12	-0.33	0.37	-233.3
N#CCCn1cc(/C=N/O)c(-c2ccc(F)cc2)n1	0.03	-0.15	5.6
CC/C(C)=N/Nc1nc2sc3c(c2c(=O)[nH]1)CC(C)(C)OC3	-0.03	-0.81	17.4
CC1CN(S(=O)(=O)c2ccc(C(=O)NN3CCN(C)CC3)cc2)CC(C)O1 (configuration not stated)	0.25	0.91	-7.1
COc1ccc(C(=O)NCCCc2nc3ccccc3n2Cc2ccccc2C)cc1OC	-0.72	-1.37	-23.8
COc1ccc(NC(=O)CN2CCc3ccccc3C2)cc1S(=O)(=O)N1CCOCC1	0.46	-0.21	14.3
Cn1c(C(=O)NCCCN2CCN(c3cccc(Cl)c3)CC2)cc2c(=O)n(C)c3ccccc3c21	-2.62	-1.69	x
Cc1cc(C)c2[nH]c(=O)c(CN(Cc3ccco3)C(=O)c3cccs3)cc2c1	-1.19	-0.49	10.0
COC(=O)CN(c1ccccc1F)S(=O)(=O)c1ccc(C)cc1	x	x	7.1
CCc1ccc(C2C(C#N)=C(N)SC(N)=C2C#N)s1	-0.09	-1.29	-22.6
CS(=O)(=O)N(CC(=O)N1CCN(Cc2ccccc2)CC1)C1CCCCC1	0.47	0.27	-77.3
CN(C)C(=O)c1ccc2c3c(cccc13)CC2	x	x	29.4
CC1=NOC(=O)/C1=C/c1ccc(O)cc1	x	x	-8.3
CCOc1ccc(NC(=O)CN(C)CC(=O)Nc2ccccc2SC)cc1OCC	0.24	-0.03	x
O=C(Cc1nn[nH]n1)NCCC1=CCCCC1	0.35	0.21	40.0
O=C(NC1CC2CCC(C1)N2Cc1ccco1)c1ccccc1 (configuration not stated)	0.58	0.85	-31.0
CCOC(=O)N1CCN(c2ncnc3nc[nH]c23)CC1	1.18	1.21	-100.0
COc1ccc(C(=O)/C=C/c2cn(CN3CCN(C)CC3)c3ccccc23)cc1	-0.58	-1.64	-2.8
CCCc1sc(N/N=C/c2ccccn2)nc1-c1ccc(Br)cc1	-1.06	0.26	59.1
Nc1cc(-c2cccc([N+](=O)[O-])c2)[nH]n1	0.65	0.12	x
COc1ccccc1CNC(=O)CSc1ccc(-c2ccncc2)nn1	x	x	16.7
Cc1nn(S(=O)(=O)c2cccs2)c(C)c1Sc1ccc([N+](=O)[O-])cc1	0.79	2.91	-53.9
S=C(NCCCn1ccnc1)Nc1ccc(Cl)cc1Cl	x	x	-76.5
CC(=O)Nc1cc2c(cc1[N+](=O)[O-])OCCO2	x	x	-16.3
O=C(Cn1nnc2ccccc21)C1CC1	1.51	1.91	x
Cc1cc(C)nc(-n2nc(C)cc2NC(=O)CNC2CCCCC2)n1	-0.58	-1.23	31.4
O=C(O)c1cnn2c(C(F)(F)F)cc(-c3ccco3)nc12	2.55	3.83	x
CN(C1CCCCC1)S(=O)(=O)c1ccc2c(c1)c(=O)c(C(=O)NCCCN1CCCC1)cn2C	0.7	-0.35	x
O=C(O)/C(=C\c1ccccc1OC(F)F)Sc1nnc(-c2ccc(F)cc2)o1	x	x	-14.3
COc1ccccc1N1CCN(C2=Nc3cccc4cccc2c34)CC1	x	x	33.3
CCOC(=O)c1c(Cc2ccc(Cl)cc2)c[nH]c1C	-1.33	-1.35	22.6
COc1cc(OC)c(-c2nc3c[n+](CC(=O)c4ccccc4)ccc3n2C)cc1OC	0.8	0.66	-19.2
Cc1nc2oc3ccccc3c(=O)c2c(=O)n1Cc1ccccc1	0.05	-0.31	5.9

More structures follow:
SMILES	sdo1 growth	sdo1 growth Rescue 24 h	Insulin prom inh
CCOC(CNC(=O)c1ccc2c(c1)nc(C)n2-c1cccc(F)c1)OCC	0.31	-0.6	-53.5
CNC(=O)c1ccc(-n2cccn2)nc1	x	x	48.1
CC(C)(C)c1nc(N2CCN(C(=O)c3ccco3)CC2)c2nnn(Cc3ccccc3)c2n1	0.34	0.47	11.4
C/C(=N/NC(=O)c1cc(C(C)C)[nH]n1)c1cccs1	0	-0.27	-34.9
CCOC(=O)CCCNC(=O)c1cncc(O)c1	1.19	1.12	0.0
CSc1nc2ccccc2n1CC(=O)Nc1ccc(C)c(C)c1	-0.15	-0.78	43.8
Cc1ccc2cc3c(N)c(C(=O)N4CC(=O)Nc5ccccc54)sc3nc2c1	-0.71	1.53	7.3
COc1cccc(CNc2ccc(S(N)(=O)=O)cc2)c1OCc1ccccc1F	-0.4	-0.5	-7.9
OC(c1cccs1)c1nccc2ccccc12 (configuration not stated)	0.41	0.43	9.1
Cc1cc(NC(=O)Cn2c(=O)c3c(ncn3CCC(C)C)n(Cc3ccccc3)c2=O)no1	0.58[9.7 µM]	0.15	x
COc1ccc(NC(=O)COC(=O)C2CC3C=CC2C3)cc1 (configuration not stated)	x	x	79.0*
Cn1cnnc1Sc1ccc(C(=O)OCC(=O)Nc2ccccc2)cc1[N+](=O)[O-]	0.7	0.86	16.7
Cc1ccc(S(=O)(=O)N2CC=C(C(=O)NCc3ccccc3)CC2)cc1	-0.23	-0.67	-56.1
O=C(CSc1nc2ccccc2c(=O)n1-c1ccc(F)c(Cl)c1)Nc1cccc(S(=O)(=O)N2CCOCC2)c1	-0.88	-1.26	0.0
Cc1ccccc1N/N=C/c1ccc(N2CCOCC2)cc1	1.23	0.37	x

Copied from the entries so far (six entries):
SMILES	sdo1 growth	sdo1 growth Rescue 24 h	Insulin prom inh
Cc1cc(NC(=O)Cn2c(=O)c3c(ncn3CCC(C)C)n(Cc3ccccc3)c2=O)no1	0.58[9.7 µM]	0.15	x
COc1ccc(NC(=O)COC(=O)C2CC3C=CC2C3)cc1 (configuration not stated)	x	x	79.0*
Cn1cnnc1Sc1ccc(C(=O)OCC(=O)Nc2ccccc2)cc1[N+](=O)[O-]	0.7	0.86	16.7
Cc1ccc(S(=O)(=O)N2CC=C(C(=O)NCc3ccccc3)CC2)cc1	-0.23	-0.67	-56.1
O=C(CSc1nc2ccccc2c(=O)n1-c1ccc(F)c(Cl)c1)Nc1cccc(S(=O)(=O)N2CCOCC2)c1	-0.88	-1.26	0.0
Cc1ccccc1N/N=C/c1ccc(N2CCOCC2)cc1	1.23	0.37	x

Among those listed so far, two have a tert-butyl group:
SMILES	sdo1 growth	sdo1 growth Rescue 24 h	Insulin prom inh
CC(C)(C)NC(=O)CSc1nnc(-c2ccco2)n1Cc1ccco1	-1.07	-1.7	x
CC(C)(C)c1nc(N2CCN(C(=O)c3ccco3)CC2)c2nnn(Cc3ccccc3)c2n1	0.34	0.47	11.4
